WT yeast gro inh = growth inhibition of WT yeast, mitochondrial fusion screen; inhibition, % at 10 µM; mitochondrial fusion phenotypic screen, WT strain; actives 2.1% (n = 190,000); in the data active = inhibition above about 58%; tested in S. cerevisiae
bCat nuc transl = modulators of beta-catenin nuclear translocation | HeLa beta-catenin nuclear translocation, immunofluorescence imaging | nuclear translocation activity, % at 5 µM | actives 0.3% (n = 190,000);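 active = nuclear translocation activity above 50% at 5 µM, with a well cell count of 50 or more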;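 note: per-cell ratio of nuclear to cytoplasmic median beta-catenin stain intensity; plate controls were DMSO negative control for no effect and GSK-3 inhibitor IX positive control for full effect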
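System: HeLa cells, endogenous beta-catenin; compound dosing: 5 µM primary single dose, 0.1% DMSO, 0.02–20 µM confirmation series; incubation: 24 h compound exposure at 37°C, 5% CO2; signal: beta-catenin immunofluorescence imaging with DAPI; evaluation: % activation, nuclear-to-cytoplasmic median beta-catenin signal ratio per cell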
ER stress rescue = rescue of cells from ER stress-induced death, primary screen, 384-well, CSM14.1, thapsigargin, ATP luminescence (AID 1222); 190,000 tested, under 10 active; one-dose cellular ATP content (survival), % at 20 µM; EC50 in µM for titrated hits; CSM14.1 thapsigargin-induced death rescue, ATP luminescence; higher % means a stronger effect;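 active = EC50 below 50 µM in the dose-response confirmation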;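 note: death triggered by thapsigargin at about 15 µM added after 2 h compound pretreatment; cell ATP read after overnight thapsigargin exposure of roughly 18 to 22 hours; normalized against plate controls of thapsigargin alone and 5% DMSO vehicle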
Insulin prom up = MIN6 insulin promoter up-regulation. MIN6 insulin promoter-GFP reporter, high-content imaging; hits give high values. z-score at 5 µM. actives 0.3% (n = 190,000). AID 1625;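 active = z-score above 3 at 5 µM with at least 500 cells counted in the well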
XIAP antagonists = small molecules displacing peptide from XIAP – biochemical, IAP family, fluorescence polarization (AID 1018); XIAP BIR domain, fluorescence polarization peptide displacement; higher % means a stronger effect; displacement, % at 20 µM, or IC50 in µM where a hit was titrated; actives 0.007% (n = 200,000); in the data active = displacement above about 50%; note: a part of the inactive calls stands beside numbers as strong as those of hits
Autophagy mod = autophagy modulation, high-content screen. actives 0.98% (n = 190,000). AID 463193. MEF GFP-LC3 puncta imaging; test concentration mostly 10 µM. calls only at 10 µM (by protocol);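 active = percentage of spot-positive cells more than 3 SD above its plate mean, without a fluorescence outlier flag or 80% toxicity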;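 note: spot-positive cell cutoff set from DMSO-treated cells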
MT stabilize HCS = microtubule stabilizers in HeLa cells; HeLa tubulin immunostaining HCS, 24 h; share of cells brighter than vehicle mean+2SD; % tubulin-high responders, % at 10 µM; actives 0.83% (n = 200,000); AID 2205;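 active = plate Z-score above 3 for both tubulin-high and condensed-nucleus cell shares, with cell loss under 80%, at 10 µM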;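 note: anti alpha tubulin signal scored within the nucleus-defined area of each cell; some results filed as inactive read as strong as hits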
Dynein transport = dynein cargo transport inhibition; 3617.4 mouse cells, GR-EGFP nuclear translocation imaging; test concentration mostly 20 µM; stimulated with dexamethasone, 1 µM; hits give low values; z-score, hits read low; actives 0.47% (n = 220,000);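 active = plate z-score of nuclear minus cytoplasmic receptor signal below a set negative limit, without overly bright fluorescence or cell loss, cut at about -3.5 in these data, passing the limit was not always enough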;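 note: z-score of nuclear minus cytoplasmic ring GR-EGFP intensity difference per well; some compounds called inactive have numbers as strong as hits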
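Also added – dexamethasone, 1.0 µM final · Buffer or medium – tet-free, stripped-serum medium · Schedule – induction 48 h, compound 1 h, agonist 30 min · Detection – formaldehyde fixation, Hoechst nuclear stain, 10x automated fluorescence imaging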
Lipid droplet = modulators of hepatic lipid droplet formation | AML12 mouse hepatocytes, oleate lipid droplets, BODIPY imaging | inhibition, % at 6.5 µM | actives 0.4% (n = 240,000);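 active = lipid droplet intensity inhibited by at least 50%, with more than 500 cells counted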
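Assay system: AML12 hepatocytes (mouse) / Also added: 100 µM oleic acid challenge / Times: overnight treatment with compound plus oleate / Detection: high-content imaging of BODIPY-stained droplets and DAPI nuclei / Evaluation: % inhibition of lipid droplet signal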
WT yeast gro inh mutant strain = also measured in WT yeast gro inh; calls as there; inhibition, %; mitochondrial fusion phenotypic screen, mutant strain inhibition
Dynein transport cytoplasmic EGFP = further read-out of Dynein transport, marked with its call; z-score; measured here: cytoplasmic GR-EGFP intensity; hits give high values
Dynein transport nuclear GR-EGFP = also measured in Dynein transport; calls as there; z-score; measured here: nuclear GR-EGFP intensity;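 lower value marks the stronger effect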
Dynein transport cell count = further read-out of Dynein transport, marked with its call; z-score; measured here: cell count per field
Insulin prom up cell count = second read-out of Insulin prom up, no call of its own (marks repeat the call); cell count; measured here: cytotoxicity, nuclei count;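 total cells summed across four imaged fields per well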
Lipid droplet cells 6.5 µM = second read-out of Lipid droplet, no call of its own (marks repeat the call); cell count; measured here: cell count, cytotoxicity flag;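 cells counted across two imaged fields per well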
bCat nuc transl cell count 5 µM = second read-out of bCat nuc transl, no call of its own (marks repeat the call); cell count; measured here: cell count, cytotoxicity flag
MT stabilize HCS Hoechst-high % = also measured in MT stabilize HCS; calls as there; % Hoechst-high responders; measured here: nuclear condensation Hoechst responders;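 share of cells brighter than vehicle mean plus two SD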
MT stabilize HCS cytotoxicity % = recorded beside MT stabilize HCS, whose call it bears; toxicity, %; measured here: cytotoxicity by cell density;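 0% = mean cell density of plate MIN control wells and 100% = no cells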
Autophagy mod cell loss 18 h = also measured in Autophagy mod; calls as there; toxicity, %; measured here: cell loss, nuclei count;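 cell loss after 18 h compound exposure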
* = called active by the depositor; i = inactive; nt = no result given.

SMILES	Insulin prom up	XIAP antagonists	Insulin prom up cell count	Lipid droplet	ER stress rescue	bCat nuc transl	Dynein transport cytoplasmic EGFP	bCat nuc transl cell count 5 µM	Lipid droplet cells 6.5 µM	Dynein transport cell count	Autophagy mod cell loss 18 h	MT stabilize HCS Hoechst-high %	Autophagy mod	MT stabilize HCS cytotoxicity %	WT yeast gro inh	Dynein transport	Dynein transport nuclear GR-EGFP	WT yeast gro inh mutant strain	MT stabilize HCS
Cc1onc(-c2c(Cl)cccc2Cl)c1/C(N)=N/OC(=O)C(C)(C)C	-0.3	nt	1452	9	nt	-3.4	-0.21	1160	776	0.25	nt	nt	nt	nt	nt	-0.49	-0.26	nt	nt
O=C(COC(=O)c1cc(-c2ccccc2)nc2ccccc12)Nc1ccc2c(c1)OCO2	-0.03	-0.6%	1604	-6	8.3%	-0.3	-0.28	1044	594	0.47	-8	4.1	i	6.2	-11	-0.96	-0.67	-9	4.9
CC(C)C(=O)N1N=C(c2ccc(NS(C)(=O)=O)cc2)CC1c1cccs1 (stereo not drawn)	0.18	-2.0%	1253	9	1.0%	-2.2	-0.25	522	705	0.67	-1	2.9	i	1.6	-15	-1.1	-0.85	-17	4.1
COc1ccc(-c2nc(C#N)c(NCCCN3CCOCC3)o2)cc1	0.72	1.4%	1757	-21	nt	2.7	-0.14	994	359	0.45	nt	3.4	nt	6.1	-2	-1.2	-0.41	-6	3.8
C/C(=N/NC(=O)Cc1cccn1C)c1ccccc1	-1.4	-4.0%	1562	nt	-0.6%	0.8	-0.22	1219	nt	-1.4	0	1.4	i	3.1	-2	0.29	-0.74	-3	2.9
CN(C)c1nc(Cl)nc(N(C#N)CCOc2ccccc2)n1	-0.42	-5.6%	1183	-23	nt	-0.7	-0.19	1138	565	0.54	-17	1.9	i	11	-18	-1.4	-0.63	2	2.7
Cc1ccc(CSc2nnc(C)c(=O)[nH]2)cc1	nt	-6.8%	nt	4	0.1%	2.0	-0.28	1122	718	1	15	1.3	i	2.7	5	-0.73	-0.46	3	1.3
COc1ccc(OC)c(S(=O)(=O)NC(N)=NCCc2ccccc2OC)c1	0.43	-1.9%	1214	4	1.5%	-0.4	-0.18	1089	717	-0.023	-10	3.1	i	8.3	-2	-0.2	-0.058	-9	1.5
Clc1cccc(Cl)c1Cn1ccc(C2CC2)n1	1.3	-1.4%	1159	nt	0.6%	2.6	-0.3	1002	nt	0.7	10	1.9	i	11	-11	-0.53	0.07	12	6.5
CC(=O)Nc1ccc(NC(=O)COc2ccc(S(=O)(=O)NC(C)c3ccccc3)cc2)cc1 (stereo not drawn)	-0.4	-1.3%	1518	-4	-0.3%	-4.3	-0.28	1083	700	0.92	-2	2.0	i	3.9	-1	-0.47	-0.081	6	2.3
Cc1cc(=O)oc2c1c(C)nn2-c1ccc(Cl)cc1	0.35	-3.4%	1490	0	-0.8%	-0.7	-0.24	1521	678	1.4	-7	1.7	i	6.5	19	-0.36	-0.7	7	2.8
CC(=O)N1C(=O)N(C(C)=O)C2C1N(C(C)=O)C(=O)N2C(C)=O (stereo not drawn)	-0.47	-3.7%	1468	nt	0.1%	-6.2	-0.25	1027	nt	0.52	28	2.3	i	16	-25	-0.92	-0.32	22	5.6
Cc1ccc(OCCCCN2CCCC(C)C2)c([N+](=O)[O-])c1 (stereo not drawn)	-1	-1.1%	1595	-3	-1.7%	-0.7	-0.28	1003	633	-1.4	0	2.0	i	3.1	18	1.2	1.5	28	1.3
CCC1(C)SC(NC(C)=O)=NN1C(C)=O (stereo not drawn)	0.08	-4.6%	1363	17	-1.7%	-0.7	-0.25	1077	740	1	5	1.6	i	7.7	5	-0.31	-0.68	-13	1.5
CC(C)COc1ccc(C(=O)N/C(=C\c2cccc([N+](=O)[O-])c2)C(=O)OC(C)C)cc1	0.51	-4.9%	1522	nt	-2.1%	-1.5	-0.089	1396	nt	0.32	-1	1.3	i	7.5	3	0.34	0.0019	12	1.0
Fc1ccccc1CCNc1nnnn1-c1ccccc1	-0.43	-1.6%	953	0	-3.3%	-0.7	-0.17	1147	696	0.3	4	1.6	i	6.6	-1	0.084	0.39	1	1.6
CC(=O)C1C(c2ccccc2)c2c(n[nH]c2C)CC1(C)O (stereo not drawn)	0.33	-4.1%	1161	3	-1.6%	-1.8	-0.25	1223	732	0.61	-5	2.6	i	4.7	-1	-0.47	-0.43	1	4.6
CC(=O)Nc1ccc(SCC(=O)N(C)C2CCS(=O)(=O)C2)cc1 (stereo not drawn)	0.05	-12%	1250	-19	0.5%	-3.0	-0.32	1085	685	-0.28	18	1.4	i	8.3	-19	0.35	0.34	12	3.4
O=C(CSc1cccc2cccnc12)Nc1ccc(S(=O)(=O)N2CCOCC2)cc1	0.09	nt	1056	0	nt	0.2	-0.21	1269	644	0.26	nt	nt	nt	nt	nt	-0.57	-0.16	nt	nt
Cc1[nH]n(-c2ccc([N+](=O)[O-])cc2)c(=O)c1C=NCCc1ccc(S(N)(=O)=O)cc1	-0.1	-3.6%	1895	-23	0.0%	-3.2	-0.31	984	690	0.45	4	2.8	i	6.5	-12	-0.27	0.21	0	3.1
CC(NC(=O)c1cc(=O)[nH]c2ccc(Br)cc12)c1ccccc1 (stereo not drawn)	-0.43	-10%	1582	1	-1.1%	-4.0	-0.2	1144	682	0.33	4	1.7	i	4.0	-1	-0.57	-0.25	-1	1.8
Cc1ccc2nc(-c3ccccn3)c(Nc3ccccc3C)n2c1	-2.1	-4.9%	773	-2	-1.3%	-2.9	-0.17	664	739	-3.4	10	1.9	i	20	76*	1.6	1.9	70*	5.8
CC(C)(CNC(=O)c1ccc([N+](=O)[O-])c(Cl)c1)CNC(=O)c1ccc([N+](=O)[O-])c(Cl)c1	nt	-5.5%	nt	nt	-0.6%	nt	-0.095	nt	nt	-0.073	14	1.8	i	5.1	48	-1.2	-0.98	-4	4.1
O=C(Nc1ccc2c(c1)oc1ccccc12)C1CC1	-0.7	-5.9%	597	nt	-1.5%	0.5	-0.18	713	nt	0.38	-14	3.2	i	4.5	12	-0.34	-0.0089	22	3.0
O=C1c2ccccc2C(=O)N1CCCSc1nc2ccccc2o1	0.04	-4.1%	965	nt	-0.5%	-1.0	-0.34	1174	nt	0.26	-6	2.7	i	4.3	-13	0.32	0.2	6	4.6
Cc1ccc(-c2nc3ccccc3[nH]2)cc1N	-0.23	-5.2%	814	8	-6.6%	2.7	-0.2	1079	795	-0.051	1	2.2	i	5.0	33	0.76	0.76	29	4.9
O=S(=O)(Nc1ccc(Cc2ccncc2)cc1)c1ccc(Br)s1	0.04	-1.7%	1443	nt	-0.5%	-0.6	-0.16	1383	nt	0.066	0	1.8	i	5.2	1	-0.45	-0.32	2	2.3
COc1ccc(C(=O)O)cc1S(=O)(=O)NC(C)C	0.25	nt	1087	2	nt	-0.5	-0.27	1307	686	0.1	nt	nt	nt	nt	nt	0.56	0.14	nt	nt
O=C(COC(=O)CCc1ccccc1)NC12CC3CC(CC(C3)C1)C2	-0.7	-4.0%	1620	6	-0.3%	-6.5	-0.056	1094	699	-0.93	34	1.9	i	6.5	8	1.1	0.86	16	4.1
Cc1ccc(-c2ccc(C(=O)O)o2)cc1Cl	0.13	nt	1138	5	nt	-0.6	-0.27	1227	645	1.7	nt	nt	nt	nt	nt	-0.94	-0.47	nt	nt

Another view of two compounds above.
Cc1ccc(-c2nc3ccccc3[nH]2)cc1N
  Insulin prom up: -0.23
  XIAP antagonists: -5.2%
  Insulin prom up cell count: 814
  Lipid droplet: 8
  ER stress rescue: -6.6%
  bCat nuc transl: 2.7
  Dynein transport cytoplasmic EGFP: -0.2
  bCat nuc transl cell count 5 µM: 1079
  Lipid droplet cells 6.5 µM: 795
  Dynein transport cell count: -0.051
  Autophagy mod cell loss 18 h: 1
  MT stabilize HCS Hoechst-high %: 2.2
  Autophagy mod: i
  MT stabilize HCS cytotoxicity %: 5.0
  WT yeast gro inh: 33
  Dynein transport: 0.76
  Dynein transport nuclear GR-EGFP: 0.76
  WT yeast gro inh mutant strain: 29
  MT stabilize HCS: 4.9
O=C(COC(=O)CCc1ccccc1)NC12CC3CC(CC(C3)C1)C2
  Insulin prom up: -0.7
  XIAP antagonists: -4.0%
  Insulin prom up cell count: 1620
  Lipid droplet: 6
  ER stress rescue: -0.3%
  bCat nuc transl: -6.5
  Dynein transport cytoplasmic EGFP: -0.056
  bCat nuc transl cell count 5 µM: 1094
  Lipid droplet cells 6.5 µM: 699
  Dynein transport cell count: -0.93
  Autophagy mod cell loss 18 h: 34
  MT stabilize HCS Hoechst-high %: 1.9
  Autophagy mod: i
  MT stabilize HCS cytotoxicity %: 6.5
  WT yeast gro inh: 8
  Dynein transport: 1.1
  Dynein transport nuclear GR-EGFP: 0.86
  WT yeast gro inh mutant strain: 16
  MT stabilize HCS: 4.1
